Vif-A3G inh: qHTS for Inhibitors of Vif-A3G Interactions: qHTS; 410,000 tested, 0.076% active; Potency, µM (top dose mostly 46.1 µM), for the others: top-dose activity, negative = active, usual class: inhibitors; HeLa A3G-eYFP + Vif (tagged APOBEC3G with the HIV-1 protein that degrades it), YFP fluorescence, overnight; DNA dC->dU-editing enzyme APOBEC-3G (Homo sapiens), Q9HC16;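 further: potency means the concentration at half of the fitted maximal effect; on the % scale 0 is the no-effect control and ±100 the full control effect; nearly all actives have a fitted effect of over 60% in size; hits raise eYFP signal because A3G escapes Vif-driven loss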
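HeLa cells stably expressing Vif and C-terminally eYFP-tagged A3G, seeded overnight at 37 deg C, then exposed to compound by pintool overnight at 37 deg C. Rise in yellow fluorescence (Ex 488/Em 500-530, Acumen) marks blocked Vif-driven A3G degradation.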
RGS4 inhibitor: Inhibitors of Regulator of G Protein Signaling (RGS) 4: qHTS. Regulator of G-protein signaling 4 (Homo sapiens), P49798. Transcreener GDP fluorescence polarization, RGS4-accelerated GTP hydrolysis. Potency, µM (series often up to 114 µM), for the others: top-dose activity change, negative = inhibition, most hits filed as inhibitors. 390,000 tested, 0.039% active. AID 504845, 2011; further: potency means the concentration at half of the fitted maximal effect; on the % scale 0 is the no-effect control and ±100 the full control effect; nearly all actives have a fitted effect of over 75% in size; some results filed as inactive show a strong effect at the top dose
Target sequence (P49798 whole entry, looked up): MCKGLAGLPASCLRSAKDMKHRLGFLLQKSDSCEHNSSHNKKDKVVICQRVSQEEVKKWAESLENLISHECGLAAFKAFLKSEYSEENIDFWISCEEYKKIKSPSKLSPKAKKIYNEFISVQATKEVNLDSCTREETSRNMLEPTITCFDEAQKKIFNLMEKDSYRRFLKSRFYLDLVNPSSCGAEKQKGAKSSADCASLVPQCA
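MLSMR compounds (23 nl, pin-transferred) preincubated 10 min at room temperature with a 500nM (2x) first reagent, then RGS4 at 900nM (2x) plus Transcreener GDP mix added; fluorescence polarization (620/688 nm) read before and after 90 min at 30 °C.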
LDHA block: qHTS assay for inhibitors of human lactate dehydrogenase. L-lactate dehydrogenase A chain (Homo sapiens), P00338. purified LDHA, NADH/diaphorase-resazurin fluorescence; hits give low values. activity change, % (values are at about 110 or 230 µM). 480,000 tested, 0.15% active; in the data active means activity change below about -30%; inconclusive means mostly about -25% to -30%;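 further: plate controls were DMSO wells for no effect and wells without enzyme for full effect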
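Human LDH5 at 2 nM final in Tris HCl pH 7.4 with 0.06 mM NADH and 0.2 mM pyruvate, reacted 5 minutes at room temperature. Remaining NADH coupled via diaphorase/resazurin; resorufin fluorescence read at 0 and 20 minutes, normalized to enzyme-free and DMSO wells.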
rTrxR1 inhibitor: qHTS Assay for Inhibitors of Mammalian Selenoprotein Thioredoxin Reductase 1 (TrxR1): qHTS; recombinant rTrxR1, NADPH fluorescence consumption, selenite substrate; Potency, µM (doses to about 114 µM), for inactives: at the highest dose activity change, negative = inhibition, usual class: inhibitors; 390,000 tested, 1% active; Thioredoxin reductase 1, cytoplasmic (Rattus norvegicus), O89049; further: potency means the concentration at half of the fitted maximal effect; on the % scale 0 is the no-effect control and ±100 the full control effect; nearly all actives have a fitted effect of over 65% in size
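Rat TrxR1 (90 nM in the dispensed reagent) was pre-reduced with 400 uM NADPH for 5 min at room temperature, then incubated with compound for 15 min. After 400 uM selenite was added, NADPH fluorescence (Ex 340/Em 450 nm) was followed for 8 min.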
USP1-UAF1 inh: Inhibitors of USP1/UAF1: Primary Screen. recombinant USP1/UAF1, Ub-Rhodamine cleavage fluorescence. 390,000 tested, 0.23% active. Ubiquitin carboxyl-terminal hydrolase 1 (Homo sapiens), O94782. Potency, µM (series often up to 57.1 µM), inactives show at the highest dose activity change, negative = inhibition, hits mostly inhibitors. AID 743255, 2014; further: potency means the concentration at half of the fitted maximal effect; on the % scale 0 is the no-effect control and ±100 the full control effect; nearly all actives have a fitted effect of over 60% in size; inactives centre near -12
Target sequence (O94782 whole entry, looked up): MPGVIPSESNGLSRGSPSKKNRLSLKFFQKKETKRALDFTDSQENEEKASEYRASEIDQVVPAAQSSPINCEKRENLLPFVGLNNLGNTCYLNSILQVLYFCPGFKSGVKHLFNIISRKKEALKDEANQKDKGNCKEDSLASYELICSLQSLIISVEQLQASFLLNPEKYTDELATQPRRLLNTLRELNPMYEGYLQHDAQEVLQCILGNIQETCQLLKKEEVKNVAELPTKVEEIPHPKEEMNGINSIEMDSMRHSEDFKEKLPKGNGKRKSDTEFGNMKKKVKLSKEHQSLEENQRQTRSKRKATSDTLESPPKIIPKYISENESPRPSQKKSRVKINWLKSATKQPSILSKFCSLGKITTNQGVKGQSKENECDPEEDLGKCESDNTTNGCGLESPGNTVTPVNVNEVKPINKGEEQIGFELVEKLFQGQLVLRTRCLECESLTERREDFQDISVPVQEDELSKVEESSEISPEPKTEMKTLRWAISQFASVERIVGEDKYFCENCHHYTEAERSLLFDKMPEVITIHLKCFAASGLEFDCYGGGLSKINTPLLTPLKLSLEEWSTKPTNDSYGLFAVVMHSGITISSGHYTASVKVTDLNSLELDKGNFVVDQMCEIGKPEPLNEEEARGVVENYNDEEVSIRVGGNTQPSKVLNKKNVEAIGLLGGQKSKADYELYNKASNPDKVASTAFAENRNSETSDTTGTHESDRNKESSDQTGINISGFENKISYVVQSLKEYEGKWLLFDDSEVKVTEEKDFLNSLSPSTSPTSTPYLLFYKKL
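USP1/UAF1 complex (1 nM) preincubated 15 min at room temperature with compound, then Ub-Rho substrate (150 nM final) added. Kinetic fluorescence at 480/540 nm over 6 reads at 60 s intervals; 50 mM HEPES pH 7.8, 0.5 mM EDTA, 0.1 mg/ml BSA, 1 mM TCEP, 0.01% Tween-20.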
Vif-A3F inh: qHTS for Inhibitors of Vif-A3F Interactions: qHTS. 390,000 tested, 0.2% active. AID 602313, 2012. Potency, µM (top dose mostly 46.1 µM), inactives show at the highest dose activity, negative = active. HeLa A3F-eYFP + Vif (tagged APOBEC3F with the HIV-1 protein that degrades it), YFP fluorescence increase; further: potency means the concentration at half of the fitted maximal effect; % of control where 0% means no effect; nearly all actives have a fitted effect of over 65% in size
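HeLa cells stably expressing A3F-eYFP plus Vif, plated and incubated overnight at 37 deg C, then exposed to compounds overnight at 37 deg C. Blocked degradation read as raised yellow fluorescence (Ex 488/Em 500-530).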
mIDH1 inhibitor: qHTS for Inhibitors of mutant isocitrate dehydrogenase 1 (IDH1): qHTS. Isocitrate dehydrogenase [NADP] cytoplasmic (Homo sapiens), O75874. IDH1-R132H enzyme, NADPH consumption, diaphorase/resazurin fluorescence. Potency, µM (highest dose often 76.6 µM), for the others: at the top dose activity change, negative = inhibition, usual class: inhibitors. 390,000 tested, 0.093% active; further: potency means the concentration at half of the fitted maximal effect; on the % scale 0 is the no-effect control and ±100 the full control effect; nearly all actives have a fitted effect of over 65% in size
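IDH1-R132H (0.5 ug/mL) preincubated 30 min with compound, then NADPH (0.016 mM) and alpha-KG (2 mM) added; 80 min at RT, pH 7.5. Remaining NADPH coupled via diaphorase/resazurin to fluorescence (540/590 nm); concentration-response curves normalized to no-enzyme control.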
GRP78 ERSR act: qHTS for Inducers of the Endoplasmic Reticulum Stress Response (ERSR) in Human Glioma: qHTS; Potency, µM, inactives show at the highest dose activation, usual class: activators; 420,000 tested, 0.02% active; U87-MG GRP78 promoter luciferase reporter, 16 h; AID 602332, 2012; further: potency means the concentration at half of the fitted maximal effect; series mostly up to about 76 µM; % of control where 0% means no effect; nearly all actives have a fitted effect of over 35% in size
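Stably transfected U87-MG human glioma cells carrying a GRP78-based luminescent sensor were seeded at 1000 cells/well, pin-dosed with compounds and incubated 16 h. Luciferase reagent was then added, and end-point luminescence was read after 10 min at room temperature.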
TrxR1 substrate: qHTS Assay for Substrates of Mammalian Selenoprotein Thioredoxin Reductase 1 (TrxR1): qHTS | Thioredoxin reductase 1, cytoplasmic (Rattus norvegicus), O89049 | purified TrxR1 substrate turnover, NADPH consumption readout | Potency, µM (doses to about 114 µM), for inactives: at the highest dose activity change, negative = substrate turnover | 390,000 tested, 0.01% active | AID 588456, 2011; further: potency means the concentration at half of the fitted maximal effect; on the % scale 0 is the no-effect control and ±100 the full control effect; nearly all actives have a fitted effect of over 50% in size
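Rat TrxR1, dispensed at 90 nM, was prereduced with 400 uM NADPH (final) for 5 min at ~22 deg C, then incubated with compound 15 min before 400 uM selenite. A first-read NADPH fluorescence drop versus no-compound background flagged substrates.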
* hit, by the source's call; ? = inconclusive; nt = no result given; [ ] = another dose, or the depositor's remark. Unless noted, the call rests on the fitted dose curve; in most records, active means well fitted curve in the direction sought with a large enough effect; inconclusive means small, poorly fitted or top-dose-only effect, or another doubt; inactive means no such curve, though single readings can be large; an effect the other way counts as inactive or inconclusive. An excerpt, so the mix of outcomes need not match the whole.

SMILES	Vif-A3G inh	RGS4 inhibitor	LDHA block	rTrxR1 inhibitor	USP1-UAF1 inh	Vif-A3F inh	mIDH1 inhibitor	GRP78 ERSR act	TrxR1 substrate
CCC(=O)N(Cc1cc(=O)[nH]c2ccccc12)c1ccccc1	-3.5%	-13.2%	-5.2	18.4%	-4.3%	10.6%	1.2%	-3.3%	2.7%
CCCCN1C(=O)CCC(C(=O)O)C1c1ccccc1 (stereo not drawn)	-1.5%	?	-16.2	12.0%	-12.5%	-6.9%	-7.8%	0.4%	3.2%
COc1ccc(C)cc1N(CC(=O)N1CCCC1)S(=O)(=O)c1ccccc1	1.3%	6.2%	-7.1	10.7%	-12.0%	0.7%	-5.3%	-2.8%	6.0%
CCOC(=O)C1C(CC)NC(=S)NC1(C)O (stereo not drawn)	0.9%	-5.9%	-5.6	7.7%	-8.8%	19.6%	-10.5%	-2.6%	-3.0%
Cc1cc(-n2nc(C)cc2C)n2ncc(-c3ccccc3)c2n1	0.4%	-25.2%	-2.0	-5.4%[57.1 µM]	-8.4%	6.7%	1.7%	5.7%	2.6%[57.1 µM]
CCOc1ccccc1C(=O)NC(C(=O)OCC(=O)Nc1nnc(-c2ccccc2)o1)C(C)C (stereo not drawn)	-2.3%	0.3%	-4.0	-10.1%	-2.5%	-2.2%	13.3%	4.0%	-11.0%
Cc1cccc(-n2c3nc(=O)n(C)c(=O)c-3cc3c(Cl)cccc32)c1C	-3.7%	9.0%	1.8	-6.8%	11.8%	4.0%	0.8%	-1.1%	11.6%
O=S(=O)(NCc1ccc(F)cc1)c1ccc2c(c1)OCCO2	-5.6%	-3.1%	0.8	16.6%[57.1 µM]	-19.5%	-4.2%	8.7%	-6.6%	15.9%[57.1 µM]
O=C(Nc1ccc2nc(SCCOc3ccccc3Cl)sc2c1)c1cccs1	6.9%	-2.3%	-2.6	33.7%	-9.3%	0.8%	1.0%	0.7%	14.0%
Cc1ccc(Cl)cc1N1CCN(C(=O)c2ccc3c(c2)N(Cc2ccccc2F)C(=O)c2ccccc2S3=O)CC1 (stereo not drawn)	1.9%	-13.8%	-0.6	30.3%	-29.6%	1.7%	3.2%	1.2%	6.8%
Cc1cc(Nc2ccc(F)cc2C)n2ncnc2n1	4.2%	13.9%	-1.3	27.5%	-3.6%	-4.9%	-17.0%	-2.0%	1.0%
CCCOc1ccc(C(=O)NCCc2ccccc2)cc1	-8.1%	4.2%	-19.5	-16.5%	-6.1%	0.9%	0.0%	-10.8%	-11.1%
Cc1cccc(OCCNC(=O)c2cc(C3CC3)nc3c2cnn3C(C)C)c1	5.6%	nt	-0.6	nt	-15.7%	1.0%	6.8%	-5.0%	nt
COc1ccc(S(=O)(=O)N2CCC(n3c(C)nc4cccnc43)CC2)cc1Cl	-2.4%	-23.2%	3.9	4.8%[57.1 µM]	-17.6%	-1.8%	-1.4%	-3.0%	0.1%[57.1 µM]
CCCN(Cc1ccccc1)C(=S)Nc1ccc(C(C)=O)cc1	-7.3%	-19.2%	-1.4	-1.5%	-27.2%	10.6%	-1.0%	3.1%	2.2%
COc1ccc(NC(=O)/C(=C\c2cc(OC)c(OC)cc2[N+](=O)[O-])NC(=O)c2ccccc2)cc1	-5.0%	23.0%	-10.3	-6.0%	-8.2%	4.9%	9.1%	2.5%	-10.6%
c1ccc(CCc2cccnc2)cc1	0.3%	12.4%	-8.2	-1.5%[57.1 µM]	-0.3%	-9.8%	8.3%	-2.7%	3.7%
CCOc1cccc(/C=C/c2cc(C(=O)O)c3ccccc3n2)c1OC	-1.2%	-30.1%	-5.1	-8.1%	-10.7%	-2.6%	-7.8%	-4.5%	-11.6%
O=C(CC1(O)C(=O)Nc2ccccc21)c1ccccc1O (stereo not drawn)	-1.9%	-8.1%	-0.2	-5.5%	-16.1%	-1.8%	4.7%	2.6%	-5.2%
CCCn1cc(S(=O)(=O)c2ccc(C)c(C)c2)c(=O)c2cc(F)c(N3CCCCC3)cc21	-1.4%	30.7%	-8.9	15.6%	-18.0%	5.9%	5.6%	-1.3%	-2.1%
COc1ccc(NC(=O)/C(C#N)=C/c2cc(C)n(-c3ccc(N4CCOCC4)c([N+](=O)[O-])c3)c2C)cc1	-0.9%	22.5%	-7.1	-0.5%	-6.9%	4.9%	11.4%	-2.3%	-15.9%
COCc1[nH]nc2c1C(c1sccc1C)C(C#N)=C(N)O2 (stereo not drawn)	0.7%	-16.8%	-4.8	?	-10.5%	-8.5%	8.0%	6.9%	-5.3%
COC(=O)CC1C(=O)NCCN1C(=O)CSc1nnnn1-c1ccc(Cl)cc1 (stereo not drawn)	-1.0%	-0.6%	-5.1	15.6%[57.1 µM]	5.7%	-4.5%	9.8%	0.7%	-7.8%
CC1=CC2=NC(=O)/C(=C\c3cccn3CCOc3cc(C)ccc3C)C(=N)N2O1	-10.5%	7.5%	-7.1	19.6%[57.1 µM]	?	-1.3%	-0.2%	-4.3%	2.8%[57.1 µM]
COc1ccc(N(C(=O)CNC(=O)c2ccco2)C(C(=O)NCC2CCCO2)c2ccccc2)cc1Cl (stereo not drawn)	-2.0%	-28.6%	-9.7	17.9%[57.1 µM]	-17.0%	-1.8%	-8.3%	-5.2%	7.9%[0.0914 µM]
CCOc1ccccc1Cn1c(=O)oc2ccc(C)cc21	1.4%	27.0%	-5.2	7.3%[57.1 µM]	0.6%	3.0%	4.4%	-7.6%	-10.8%
O=S(=O)(c1ccccc1)c1cnn(-c2ccccc2)c1-c1ccc(Cl)cc1	1.9%	5.6%	-4.4	-10.0%	-4.3%	7.1%	5.4%	-1.7%	-13.7%
Cc1ccc(C)c(NC(=O)CN(C)C(=O)C2=NNC(=O)CC2)c1	-9.8%	-3.5%	-2.8	15.0%	-18.6%	-2.1%	0.1%	-6.1%	1.5%
O=c1cc(N2CCc3ccccc3C2)[nH]c(=O)n1Cc1ccc(F)cc1	-5.6%	-0.3%	-5.6	-8.5%[57.1 µM]	-6.0%	?	2.8%	-2.9%	4.8%[57.1 µM]
CC1CCN(C2CCN(S(=O)(=O)c3ccc(C(F)(F)F)cc3)CC2)CC1	0.6%	38.5%	-5.2	21.6%	0.9%	-6.6%	2.2%	-4.9%	1.7%
Cc1ccc(Sc2cc(N3CCOCC3)nc(-c3ccccc3)n2)cc1	-5.7%	-25.6%	-4.3	-4.0%	-15.9%	2.6%	2.8%	-0.2%	-1.5%
O=Cc1ccc(N2N=C(c3ccccc3)CC2c2ccccc2)cc1 (stereo not drawn)	-0.1%	-20.5%	-1.6	14.5%	-19.5%	2.7%	-0.5%	-0.9%	35.6%[activator]
Clc1ccccc1CNCc1ccc2c(c1)OCO2	-7.5%	nt	-17.4	nt	-8.3%	-1.6%	3.4%	0.4%	nt
N#Cc1ccc(NC2=NS(=O)(=O)c3ccccc32)cc1	3.5%	6.8%	-4.5	24.6%	-11.7%	-2.6%	-9.8%	-3.8%	12.8%
Cc1cc(C)c(S(=O)(=O)NC2CC(C)(C)NC(C)(C)C2)cc1C	0.0%	5.8%	-3.9	13.6%	-25.2%	-9.7%	-5.5%	-2.6%	2.0%
CC1(C)CC(=O)C(C=NCCN2CCN(CC(=O)Nc3ccc(F)cc3)CC2)=C(O)C1	1.7%	-27.1%	0.4	16.0%[57.1 µM]	-13.5%	4.9%	10.4%	-2.3%	2.3%[57.1 µM]

Laid out differently: results already given
compound,Vif-A3G inh,RGS4 inhibitor,LDHA block,rTrxR1 inhibitor,USP1-UAF1 inh,Vif-A3F inh,mIDH1 inhibitor,GRP78 ERSR act,TrxR1 substrate
Cc1ccc(Sc2cc(N3CCOCC3)nc(-c3ccccc3)n2)cc1,-5.7%,-25.6%,-4.3,-4.0%,-15.9%,2.6%,2.8%,-0.2%,-1.5%
O=Cc1ccc(N2N=C(c3ccccc3)CC2c2ccccc2)cc1 (stereo not drawn),-0.1%,-20.5%,-1.6,14.5%,-19.5%,2.7%,-0.5%,-0.9%,35.6%[activator]
